G9a inh: qHTS Assay for Inhibitors of Histone Lysine Methyltransferase G9a; Histone-lysine N-methyltransferase EHMT2 (Homo sapiens), Q96KQ7; G9a H3K9 monomethylation, AlphaScreen, 2 h; Potency, µM (doses to about 102 µM), without a hit: at the top dose activity, negative = inhibition, usual class: inhibitors; hit rate 8.8% among 350,000; AID 504332, 2011; further: on the % scale 0 is the no-effect control and ±100 the full control effect; nearly all actives have a fitted effect of over 75% in size
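G9a (20 nM) preincubated 15 min RT with compounds, then 500 nM biotinylated H3K9 peptide and 20 uM SAM added; 2 h RT reaction. Monomethyl-H3K9 product detected by AlphaScreen with anti-H3K9me1 antibody, streptavidin donor and anti-rabbit IgG acceptor beads.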
Pol iota inh: qHTS for Inhibitors of Polymerase Iota; DNA polymerase iota (Homo sapiens), Q9UNA4; Pol iota fluorescent replication assay, 10 min; Potency, µM (doses to about 115 µM), for the others: at the top dose activity, negative = inhibition, most hits filed as inhibitors; hit rate 1% among 390,000
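Fluorescent replication assay read twice, at 0 min and 10 min after adding 50 nM (final) substrate. Enzyme (10 nM) and compounds were first incubated 15 min at room temperature; enzyme-free buffer wells were negative controls.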
HP1b binding inh: HTS for Inhibitors of HP1-beta Chromodomain Interactions with Methylated Histone Tails. Chromobox protein homolog 1 (Homo sapiens), P83916. Potency, µM (top dose mostly 114 µM), inactives show at the highest dose activity change, negative = inhibition, actives largely listed as inhibitors. AlphaScreen HP1-beta / biotin-H3K9me3 peptide binding. AID 540317, 2011. hit rate 0.56% among 390,000; further: nearly all actives have a fitted effect of over 70% in size; inactives centre near 23
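Compound inhibition of the preformed complex between 50 nM HP1-beta and 50 nM biotinylated H3K9me3 peptide was read by AlphaScreen. Buffer was PBS pH 7.4 with 0.01% Tween-20. Incubations ran 30 min at room temperature, with 10 ug/mL donor/acceptor beads.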
Pin1 inhibitor: qHTS Assay to Find Inhibitors of Pin1. Peptidyl-prolyl cis-trans isomerase NIMA-interacting 1 (Homo sapiens), Q13526. Pin1 FP peptide displacement, HiFluor488, 10 min. Potency, µM (top dose mostly 115 µM), for inactives: top-dose activity, negative = inhibition, actives largely listed as inhibitors. hit rate 0.009% among 390,000; active means well fitted inhibition curve with a large enough effect in the polarisation, with a control signal flat, not every such curve was filed as active; inconclusive means small, poorly fitted or top-dose-only effect, or effect the other way, or a change in a side signal; inactive means no such curve, though single readings can be large or run the other way; the % refers to the polarisation; further: on the % scale 0 is the no-effect control and ±100 the full control effect
Tb PGK inh: qHTS Assay to Find Inhibitors of Phosphoglycerate Kinase; AID 602233, 2012; Phosphoglycerate kinase, glycosomal (Trypanosoma brucei brucei), P07378; Potency, µM (series often up to 57.5 µM), without a hit: at the top dose activity change, negative = inhibition, hits mostly inhibitors; PGK/GAPDH coupled, Kinase-Glo luminescence, 60 min; hit rate 0.043% among 380,000; further: on the % scale 0 is the no-effect control and ±100 the full control effect; nearly all actives have a fitted effect of over 60% in size
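Recombinant glycosomal PGK reaction used 1,3-bisphosphoglycerate generated in-well by GAPDH (100nM final) in 100mM TEA pH 7.6, 5mM MgCl2, 0.01% Tween-20. After 60 minutes at room temperature, ATP was read by Kinase-Glo Plus luminescence end-point.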
BAZ2B inh: qHTS Assay for Inhibitors of BAZ2B. hit rate 4.4% among 360,000. Potency, µM (series often up to 114 µM), inactives show at the top dose activity change, negative = inhibition, most hits filed as inhibitors. AlphaScreen BAZ2B-H3K14Ac peptide displacement; further: on the % scale 0 is the no-effect control and ±100 the full control effect; nearly all actives have a fitted effect of over 60% in size
Target sequence (Q9UIF8 whole entry, looked up): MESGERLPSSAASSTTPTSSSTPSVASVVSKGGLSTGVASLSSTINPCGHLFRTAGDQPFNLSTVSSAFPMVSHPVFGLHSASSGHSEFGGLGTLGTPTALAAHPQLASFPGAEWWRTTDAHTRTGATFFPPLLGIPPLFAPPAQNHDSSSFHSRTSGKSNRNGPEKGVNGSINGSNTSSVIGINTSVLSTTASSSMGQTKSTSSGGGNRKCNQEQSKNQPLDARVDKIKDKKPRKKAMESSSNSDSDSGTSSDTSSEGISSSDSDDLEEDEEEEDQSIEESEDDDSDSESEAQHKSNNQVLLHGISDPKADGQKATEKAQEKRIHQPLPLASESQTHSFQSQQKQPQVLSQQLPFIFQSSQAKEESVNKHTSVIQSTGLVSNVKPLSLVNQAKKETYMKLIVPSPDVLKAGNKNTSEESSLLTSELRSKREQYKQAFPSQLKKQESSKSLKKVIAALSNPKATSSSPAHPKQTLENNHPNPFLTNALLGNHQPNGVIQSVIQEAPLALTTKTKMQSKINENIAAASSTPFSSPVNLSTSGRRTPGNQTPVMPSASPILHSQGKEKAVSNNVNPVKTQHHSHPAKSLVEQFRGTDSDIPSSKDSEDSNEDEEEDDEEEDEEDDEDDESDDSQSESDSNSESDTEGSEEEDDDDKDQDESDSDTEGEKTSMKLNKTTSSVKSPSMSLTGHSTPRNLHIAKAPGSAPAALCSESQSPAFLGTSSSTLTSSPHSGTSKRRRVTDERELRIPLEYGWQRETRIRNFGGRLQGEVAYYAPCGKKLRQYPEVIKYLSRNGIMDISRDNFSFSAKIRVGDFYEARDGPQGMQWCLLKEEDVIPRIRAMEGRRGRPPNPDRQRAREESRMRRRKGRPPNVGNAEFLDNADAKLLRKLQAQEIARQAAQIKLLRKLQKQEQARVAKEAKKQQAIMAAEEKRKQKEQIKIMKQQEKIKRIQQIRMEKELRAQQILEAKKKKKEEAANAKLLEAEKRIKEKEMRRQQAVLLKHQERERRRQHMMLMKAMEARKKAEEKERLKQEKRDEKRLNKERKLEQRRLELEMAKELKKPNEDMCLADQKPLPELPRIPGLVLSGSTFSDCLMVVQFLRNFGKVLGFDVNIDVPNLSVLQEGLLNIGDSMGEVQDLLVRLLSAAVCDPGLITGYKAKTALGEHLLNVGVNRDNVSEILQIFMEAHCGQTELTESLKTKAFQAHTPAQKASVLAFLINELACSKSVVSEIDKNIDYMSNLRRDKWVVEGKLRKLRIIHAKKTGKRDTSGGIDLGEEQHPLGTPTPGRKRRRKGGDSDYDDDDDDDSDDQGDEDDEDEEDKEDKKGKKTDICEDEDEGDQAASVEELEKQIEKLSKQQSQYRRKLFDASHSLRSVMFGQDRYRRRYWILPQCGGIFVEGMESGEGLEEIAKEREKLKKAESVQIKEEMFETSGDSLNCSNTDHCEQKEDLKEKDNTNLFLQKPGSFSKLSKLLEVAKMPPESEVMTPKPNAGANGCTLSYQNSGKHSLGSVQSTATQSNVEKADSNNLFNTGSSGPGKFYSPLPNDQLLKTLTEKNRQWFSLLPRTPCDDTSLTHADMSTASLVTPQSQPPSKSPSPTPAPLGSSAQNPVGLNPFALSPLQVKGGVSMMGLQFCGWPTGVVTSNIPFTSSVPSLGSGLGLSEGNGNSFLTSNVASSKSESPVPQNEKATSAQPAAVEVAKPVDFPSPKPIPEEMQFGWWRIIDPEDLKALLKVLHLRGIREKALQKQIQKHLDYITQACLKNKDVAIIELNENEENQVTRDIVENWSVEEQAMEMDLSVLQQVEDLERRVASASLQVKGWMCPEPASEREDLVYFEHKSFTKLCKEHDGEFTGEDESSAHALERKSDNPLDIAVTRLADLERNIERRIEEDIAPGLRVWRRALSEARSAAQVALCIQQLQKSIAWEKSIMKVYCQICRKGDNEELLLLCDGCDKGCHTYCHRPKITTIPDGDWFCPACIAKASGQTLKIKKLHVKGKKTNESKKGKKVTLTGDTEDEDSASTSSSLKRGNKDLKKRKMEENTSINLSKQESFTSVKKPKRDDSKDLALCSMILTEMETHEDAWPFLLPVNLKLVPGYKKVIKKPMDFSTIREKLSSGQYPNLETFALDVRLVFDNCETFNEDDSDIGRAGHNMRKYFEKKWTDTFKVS
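BAZ2B (50 nM) with biotin-H3(5-23)K14Ac peptide (50 nM) in PBS pH 7.4, 0.01% Tween-20, preformed 30 min, then compound 30 min at room temperature; top concentration 110uM. AlphaScreen streptavidin donor/nickel chelate acceptor beads (10 ug/mL final), 20 min dark, signal read.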
BLM inh: qHTS Assay for Inhibitors of Bloom's syndrome helicase (BLM) | RecQ-like DNA helicase BLM (Homo sapiens), P54132 | recombinant BLM DNA unwinding, fluorescence dequenching | Potency, µM (series often up to 56.1 µM), for the others: at the highest dose activity change, negative = inhibition, usual class: inhibitors | hit rate 0.2% among 350,000 | AID 2528, 2010;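 further: plate controls were vehicle for no effect and no enzyme for full effect; nearly all actives have a fitted effect of over 35% in size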
JMJD2A Tudor: qHTS Assay for Inhibitors of JMJD2A-Tudor Domain; Lysine-specific demethylase 4A (Homo sapiens), O75164; AlphaScreen JMJD2A-Tudor / H3K4me3 peptide binding; Potency, µM (titrated, usually from 114 µM), inactives show at the top dose activity change, negative = inhibition, actives largely listed as inhibitors; hit rate 4.4% among 390,000; further: on the % scale 0 is the no-effect control and ±100 the full control effect; nearly all actives have a fitted effect of over 50% in size
GLS inh: qHTS for Inhibitors of Glutaminase (GLS). Glutaminase kidney isoform, mitochondrial (Homo sapiens), O94925. GLS enzymatic activity, qHTS titration. Potency, µM (top dose mostly 45.5 µM), inactives show top-dose activity change, negative = inhibition, usual class: inhibitors. hit rate 0.21% among 410,000. AID 624170, 2012; further: on the % scale 0 is the no-effect control and ±100 the full control effect
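Enzyme dispensed in phosphate buffer (45 mM, pH 8.2, 0.02% Tween-20), compounds pinned in, then 1 mM L-glutamine solution and the glutamate oxidase–HRP–Amplex Red mix added; fluorescence read immediately and again after 30 min at room temperature.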
* hit, by the source's call; i = inactive; u = inconclusive; x = not tested or not shown; [ ] = another dose, or the depositor's remark. Unless noted, the call rests on the fitted dose curve; in most records, active means well fitted curve in the direction sought with a large enough effect; inconclusive means small, poorly fitted or top-dose-only effect, or another doubt; inactive means no such curve, though single readings can be large; an effect the other way counts as inactive or inconclusive. Potency means the concentration at half of the fitted maximal effect. Some of the compounds tested (hit frequency here may not be typical).

SMILES	G9a inh	Pol iota inh	HP1b binding inh	Pin1 inhibitor	Tb PGK inh	BAZ2B inh	BLM inh	JMJD2A Tudor	GLS inh
CCCCc1nn2c(=O)cc(COC(=O)c3ccccc3C)nc2s1	11%[59 µM]	18%	18%	-2%	-1%	-8%	1%	-10%	0%
CC(=O)N(/C=C1\SC(=S)N(c2ccccc2)C1=O)c1ccccc1	u	u	-3%	20%	4%	u	-7%	u	4%
COc1ccc(S(=O)(=O)N2CCN(Cc3ccc4c(c3)OCO4)CC2)cc1C	-38%[59 µM]	-23%	-7%	-3%	9%	-8%	-3%	u	6%
COc1ccnc(N2CCN(c3ccc(Cl)cc3)CC2)c1C#N	-3%[2.33 µM]	-9%	25%	u	0%	6%	0%	11%	11%
COc1ccc(Nc2nc3ccccc3nc2NS(=O)(=O)c2ccc(C)cc2)c(OC)c1	3%[59 µM]	-13%	12%	u	i	2%	1%	-20%	-7%
Cc1cc2ncn(S(=O)(=O)c3ccc(S(N)(=O)=O)cc3)c2cc1C	x	27%	70%[activator]	-3%	i	x	x	-12%	-1%
CCOC(=O)c1cnc2c(C)cc(C)cc2c1NCCCN1CCOCC1	21%[59 µM]	-18%	23%	0%	-2%	-1%	76%[activator]	-8%	1%
CC1C(=O)N2CCCc3cc(S(=O)(=O)N(C)CCC#N)cc1c32 (stereo unspecified)	10%	3%	62%[activator]	-1%	i	-9%	-2%	-15%	-32%
Cc1cc(C)cc(N(C(=O)c2ccco2)C(C(=O)NC2CCCC2)c2ccncc2)c1 (stereo unspecified)	11%	82%[activator]	31%	0%	-4%	5%	3%	-11%	-13%
Cn1c(N/N=C/c2cccs2)cc(=O)n(C)c1=O	50µM*	u	35%	-5%	9%	-4%	-2%	7%	4%

Single values from the results shown:
COc1ccc(Nc2nc3ccccc3nc2NS(=O)(=O)c2ccc(C)cc2)c(OC)c1 | GLS inh: -7%
CC1C(=O)N2CCCc3cc(S(=O)(=O)N(C)CCC#N)cc1c32 (stereo unspecified) | JMJD2A Tudor: -15%

Next entries:
SMILES	G9a inh	Pol iota inh	HP1b binding inh	Pin1 inhibitor	Tb PGK inh	BAZ2B inh	BLM inh	JMJD2A Tudor	GLS inh
CN(C)CCCN1c2ccccc2Sc2ccc3ccccc3c21	x	7%	7%	-6%	-2%	x	x	-33%	22%
Fc1ccccc1-c1csc(-c2cccnc2)n1	-14%	3%	135%[activator]	-2%	2%	88%[activator]	-3%	52%[activator]	0%
COc1ccc(C(=O)NC(=S)Nc2cccnc2)cc1[N+](=O)[O-]	u	18%	-3%	-15%	-3%	-12%	-5%	-23%	44%[activator]
COCCN1C(=O)C(=O)/C(=C(/O)c2ccc(S(=O)(=O)N3CCCCC3)cc2)C1c1ccc(OC)c(OC)c1 (stereo unspecified)	81%[activator]	104%[activator]	-1%	-14%	8%	-3%	-2%	-16%	9%
COCCN(C(=O)COC(=O)COc1ccc(Cl)c(C)c1)c1c(N)n(Cc2ccccc2)c(=O)[nH]c1=O	40µM*	-16%	17%	7%	-2%	-3%	-1%	-20%	11%
CCCSc1oc(-c2ccco2)nc1S(=O)(=O)c1ccccc1	u	21%	44%[activator]	-5%	x	4%	-1%	1%	7%
OCCNC(=S)NC1CCCCC1	14%[59 µM]	8%	28%	0%	-4%	1%	-1%	-9%	5%
CC(OC(=O)CNC(=O)C12CC3CC(CC(C3)C1)C2)C(=O)Nc1ncc(Cl)cc1Cl (stereo unspecified)	u	5%[58.9 µM]	26%	-6%	-7%	-9%	-4%	-8%	-6%
NC(=S)NN=C(Cc1ccccc1)Cc1ccccc1	10%[12.7 µM]	174%[activator]	-11%	-8%	-7%	u	-7%	-30%	1%
CC1(C)c2[nH]c3ccccc3c2C[C@@H]2C(=O)N(c3cc(F)ccc3F)C(=O)N21	x	-11%	-2%	u	6%	x	x	-18%	1%
COc1ccc(C(=O)N(Cc2ccc(N(C)C)cc2)C2CCS(=O)(=O)C2)cc1 (stereo unspecified)	-2%	12%	22%	-6%	-6%	-31%	-3%	-5%	38%[activator]
Cc1ccc[n+](C(C)C(=O)Nc2ccc([N+](=O)[O-])cc2C)c1 (stereo unspecified)	-2%	8%	39%	u	-1%	-5%	0%	-2%	0%
Cc1nnc(SCC(=O)Nc2cc(-c3cc(C)c(C)cc3C)nn2-c2ccccc2)s1	20%[59 µM]	4%	36%	46%[activator]	7%	-23%	-12%	0%	-1%
c1ccc2c(c1)nc1n2CCN1	-8%[59 µM]	-4%	14%	-4%	-9%	8%	3%	-17%	24%
N/C(=N\c1nc2ccccc2o1)NC(=O)c1ccc([N+](=O)[O-])cc1	12%	0%	45%[activator]	1%	-10%	-2%	-6%	-7%	-3%
Cc1oc2c(c1C(=O)Nc1ccccc1Br)C1=NCCN1C=N2	-2%[59 µM]	-4%	7%	8%	-1%	-16%	2%	-18%	-13%
O=S(=O)(Nc1ccc(-n2cnnn2)cc1)c1cccc(Cl)c1	u	12%	47%[activator]	-2%	-10%	1%	x	7%	-11%
Cc1cc(C)n(Cc2ccc(F)cc2)c(=O)c1C#N	1%	12%	32%	-4%	5%	-8%	-3%	-7%	19%
COc1ccc(CCNC(=O)C2CCN(S(=O)(=O)c3ccc(OC)cc3)CC2)cc1	21%	27%	17%	-1%	u	-23%	-1%	-15%	-4%
CCOC(=O)c1ccc(NC(=O)C2Cc3ccccc3C(=O)O2)cc1 (stereo unspecified)	15%[59 µM]	-10%	43%[activator]	2%	-9%	-1%	-1%	-14%	-4%
COc1ccc(C(CNC(=O)c2cc3ccccc3cc2OC)N2CCCC2)cc1 (stereo unspecified)	-20%	18%	24%	16%	i	-4%	-14%	-15%	3%
CCC(=O)Nc1c2c(nn1-c1ccccc1C)CSC2	-11%[59 µM]	18%	21%	-8%	x	-5%	3%	-8%	11%
CCOc1ccc(C(F)(F)F)cc1NC(=O)COc1ccc(C(F)(F)F)cc1[N+](=O)[O-]	-4%	14%	12%	4%	0%	4%	-3%	-4%	12%
O=C(Nc1ccccc1)c1cc([N+](=O)[O-])ccc1NCc1cccnc1	u	-16%	-9%	-1%	x	-12%	-5%	u	3%
CCCOc1ccc(C(=O)NCC(c2ccc(OC)cc2)N2CCCCC2)cc1 (stereo unspecified)	-9%[59 µM]	28%	-4%	-6%	-6%	-11%	0%	-28%	1%
Cc1ccc2nc(-c3ccc(C)s3)c(Nc3ccc4c(c3)OCCO4)n2c1	-29%[59 µM]	7%	7%	-5%	i	x	-2%	u	-5%
CC(=O)N1c2ccc(S(=O)(=O)NCC3CCC(C(=O)Nc4cc(C)ccc4C)CC3)cc2CC1C (stereo unspecified)	-6%[59 µM]	-13%	11%	10%	-2%	2%	3%	-13%	4%
Cc1ccc(S(=O)(=O)NCCc2c[nH]c3ccccc23)cc1	-20%	2%	-3%	-14%	5%	-30%	-5%	-25%	16%
COc1cccc(CNC(=O)CCCCCn2c(=O)[nH]c3cc(OC)c(OC)cc3c2=O)c1	-1%[59 µM]	17%	29%	u	-5%	4%	-1%	-20%	10%
CCC(=O)N1CCc2cc(Br)cc(S(=O)(=O)CC(=O)OC)c21	-18%[59 µM]	3%	52%[activator]	-2%	-4%	8%	3%	12%	-1%

Fetched by compound from the list above (three):
SMILES	G9a inh	Pol iota inh	HP1b binding inh	Pin1 inhibitor	Tb PGK inh	BAZ2B inh	BLM inh	JMJD2A Tudor	GLS inh
CCC(=O)Nc1c2c(nn1-c1ccccc1C)CSC2	-11%[59 µM]	18%	21%	-8%	x	-5%	3%	-8%	11%
CCC(=O)N1CCc2cc(Br)cc(S(=O)(=O)CC(=O)OC)c21	-18%[59 µM]	3%	52%[activator]	-2%	-4%	8%	3%	12%	-1%
Cc1ccc(S(=O)(=O)NCCc2c[nH]c3ccccc23)cc1	-20%	2%	-3%	-14%	5%	-30%	-5%	-25%	16%

Later entries
SMILES	G9a inh	Pol iota inh	HP1b binding inh	Pin1 inhibitor	Tb PGK inh	BAZ2B inh	BLM inh	JMJD2A Tudor	GLS inh
Cc1nc2cc(C(=O)O)ccc2n1-c1ccc(F)cc1F	-4%[12.7 µM]	10%	43%[activator]	u	-12%	10%	3%	6%	-8%
CN(C(=O)c1ccc(NC(=O)Cc2ccc(NC(=O)C3CCCN(C(=O)c4ccccc4)C3)cc2)cc1)C1CCCC1 (stereo unspecified)	x	1%	37%	17%	7%	x	x	-11%	7%
CCCn1c(NCc2cccc(OC)c2OC)nc2ccccc21	-22%	10%	38%[activator]	-6%	4%	1%	1%	3%[57.1 µM]	23%
COc1ccc(Cc2nnc(N/N=C/c3ccc(O)cc3)[nH]c2=O)cc1OC	89%[activator][59 µM]	-5%	19%	u	-5%	7.1µM*	1%	25µM*	-5%
Cc1cc(Nc2ccc3c(c2)OCCO3)n2ncnc2n1	u	17%	25%	-6%	-6%	-5%	-1%	-12%	19%
CNC(=O)CCCN1C(=O)c2ccccc2Sc2ncccc21	-10%	16%	25%	-12%	-2%	1%	-2%	6%	2%
CCOC(=O)c1cccc(NC(=O)COc2nsnc2N2CCOCC2)c1	24%	81%[activator]	-9%	2%	-1%	-10%	0%	u	-12%
O=C(c1ccc2ccccc2c1)C1CCCN(C(=O)c2noc3c2CCCC3)C1 (stereo unspecified)	x	10%	51%[activator]	1%	2%	u	-17%	-1%	-1%
C[C@H](O)Cc1cc2ccccc2c(=O)o1	x	6%	34%	-3%	0%	x	x	-7%	2%
COc1ccc(C)cc1NC(=O)C(=O)c1cn(CC(=O)N2CCCC2)c2ccccc12	10%	15%	11%	6%	-8%	-27%	-8%	-34%	-1%
